Source: PubChem (National Center for Advancing Translational Sciences (NCATS))
Tb PYK inh = inhibitors of Trypanosoma brucei pyruvate kinase | TbPYK enzyme, Kinase-Glo Plus ATP luminescence, 45 min | Potency, µM (doses to about 76.8 µM), for the others: at the top dose activity, negative = inhibition, most hits filed as inhibitors | 410,000 compounds, 0.12% hits | AID 624173; also: potency is read from the fitted curve at half-maximal effect; nearly all actives have a fitted effect of over 50% in size
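Quantitative HTS: titrated library compounds versus trypanosomal pyruvate kinase in TEA buffer (pH 7.2) containing KCl, MgCl2, BSA and Tween-20. Reactions were initiated with ADP, 130 uM final. Kinase-Glo Plus luminescence was read after 45 min at RT.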
AmpC no deterg = blocks E. coli AmpC beta-lactamase in detergent-free assay | P00811 | AmpC nitrocefin hydrolysis, absorbance 480 nm, 0.0001% Triton | Potency, µM (series often up to 57.1 µM), for inactives: top-dose activity change, negative = inhibition, most hits filed as inhibitors | 330,000 compounds, 0.52% hits;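 also: potency is read from the fitted curve at half-maximal effect; plate controls were no compound for no effect and no enzyme for full effect; nearly all actives have a fitted effect of over 20% in size; some results filed as inactive show a strong effect at the top dose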
Target sequence (P00811 whole entry, looked up): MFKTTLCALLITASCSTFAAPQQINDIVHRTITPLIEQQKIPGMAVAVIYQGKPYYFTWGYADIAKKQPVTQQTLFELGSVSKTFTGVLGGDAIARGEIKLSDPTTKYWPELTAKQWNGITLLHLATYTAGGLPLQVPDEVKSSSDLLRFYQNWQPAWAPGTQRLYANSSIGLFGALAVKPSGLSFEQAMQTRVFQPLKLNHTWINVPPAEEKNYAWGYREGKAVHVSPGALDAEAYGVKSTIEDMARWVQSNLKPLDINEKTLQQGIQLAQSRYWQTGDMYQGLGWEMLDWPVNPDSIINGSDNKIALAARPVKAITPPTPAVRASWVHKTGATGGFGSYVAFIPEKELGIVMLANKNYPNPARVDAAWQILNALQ
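AmpC (5.3 nM in the dispensed reagent) in 20 mM phosphate pH 7.0 with 0.01% (detergent screen) or 0.0001% Triton X-100 was preincubated with compounds for 15 min at room temperature. Nitrocefin was then added from an 800 uM solution, and hydrolysis was followed at 480 nm.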
Sm TGR block = S. mansoni TGR enzyme inhibition; AID 485364; purified TGR, DTNB reduction, TNB absorbance 405 nm; Potency, µM (highest dose often 114 µM), for inactives: at the top dose activity change, negative = inhibition, usual class: inhibitors; 360,000 compounds, 3% hits; Q962Y6; also: potency is read from the fitted curve at half-maximal effect; nearly all actives have a fitted effect of over 60% in size
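TGR 20 nM + NADPH 100 uM (dispensed conc.), cpd preinc 15 min RT; start with NADPH (500 uM addition) then DTNB (15 mM addition). Kinetic TNB absorbance, 405 nm filter. Four-parameter Hill fit across titration.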
AmpC inh detg = blocks E. coli AmpC beta-lactamase in detergent assay | P00811 | AmpC hydrolysis of nitrocefin, absorbance 480 nm, 0.01% Triton | Potency, µM (highest dose often 114 µM), for inactives: top-dose activity change, negative = inhibition, usual class: inhibitors | 370,000 compounds, 0.041% hits;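 also: potency is read from the fitted curve at half-maximal effect; 0% = no-compound wells and -100% = no-enzyme wells; nearly all actives have a fitted effect of over 25% in size; some results filed as inactive show a strong effect at the top dose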
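20 mM phosphate pH 7.0 + 0.01% (detergent screen) or 0.0001% Triton X-100; 5.3 nM AmpC reagent; cpd preinc 15 min RT; nitrocefin (800 uM stock) to start; A480 q20 s × 4 min; Activity was normalised to no-enzyme and no-compound control wells.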
HCMV inh = blocks human cytomegalovirus replication; 410,000 compounds, 4.5% hits; HFF cells, HCMV-luciferase reporter, 72 h; active compounds read low; activity change, negative = inhibition, % at 57.5 µM; AID 1259415; in the data active = activity change below about -60%; inconclusive = no clear call, values can overlap the other calls; inactive = above about -39%
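Human foreskin fibroblasts infected with luciferase-reporter HCMV at MOI 1 PFU/cell, compounds at two doses. Luciferase measured 72 h post infection; normalized to buffer-only basal and Salinomycin (10uM) controls.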
AMA1 RON2 block = AMA1-RON2 (P. falciparum) interaction inhibition; AlphaScreen AMA1-biotinylated RON2 peptide binding; Potency, µM (top dose mostly 58.2 µM), for inactives: top-dose activity change, negative = inhibition, actives largely listed as inhibitors; 360,000 compounds, 0.2% hits; AID 720542;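 also: potency is read from the fitted curve at half-maximal effect; 0% = vehicle wells and -100% = peptide control; nearly all actives have a fitted effect of over 45% in size; some results filed as inactive show a strong effect at the top dose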
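AMA1 (3D7) with his tag at 25 nM final met compounds first, then biotinylated RON2 peptide at 25 nM; detection used donor plus acceptor beads, 10 µg/mL apiece, read by AlphaScreen after 30 min at room temperature.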
LmPK inh = inhibitors of Leishmania mexicana pyruvate kinase | Q27686 | purified LmPK, Kinase-Glo ATP luminescence, 1 h | Potency, µM (series often up to 57.5 µM), for inactives: top-dose activity change, negative = inhibition, usual class: inhibitors | 290,000 compounds, 0.37% hits; also: potency is read from the fitted curve at half-maximal effect
Target sequence (Q27686 whole entry, looked up): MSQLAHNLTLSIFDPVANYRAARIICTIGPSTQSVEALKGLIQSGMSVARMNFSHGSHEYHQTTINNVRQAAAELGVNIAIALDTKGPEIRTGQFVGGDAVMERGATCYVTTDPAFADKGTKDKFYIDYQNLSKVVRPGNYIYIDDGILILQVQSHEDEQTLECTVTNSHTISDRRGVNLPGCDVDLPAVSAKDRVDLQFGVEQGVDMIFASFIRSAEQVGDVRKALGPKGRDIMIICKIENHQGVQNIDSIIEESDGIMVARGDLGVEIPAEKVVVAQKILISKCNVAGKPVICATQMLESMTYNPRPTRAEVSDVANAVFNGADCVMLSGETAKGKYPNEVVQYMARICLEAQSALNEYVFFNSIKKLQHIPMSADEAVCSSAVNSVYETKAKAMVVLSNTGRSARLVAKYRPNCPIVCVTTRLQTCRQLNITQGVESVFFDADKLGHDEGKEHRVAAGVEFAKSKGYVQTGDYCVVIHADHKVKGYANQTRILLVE
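Screened at intermediate enzyme activity to detect both inhibitors and activators: LmPK at 0.1 nM, with a 0.5 nM enzyme column as activation reference. PEP 0.5 mM, ADP 0.1 mM; ATP detected by luminescence after 1 h.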
The depositor's hits bear a star; ? = inconclusive; · = not tested or not shown; & = joins results of further samples; [ ] = another dose, or the depositor's remark. Unless noted, calls follow the shape of the dose curve; as a rule, active = well fitted curve in the direction sought with a large enough effect; inconclusive = small, poorly fitted or top-dose-only effect, or another doubt; inactive = no such curve, though single readings can be large; an effect the other way counts as inactive or inconclusive. Unless noted, % is scaled to controls: 0 for no effect and ±100 for the full control effect.

Sample of the layout (2 entries):
Every second line gives: Tb PYK inh, AmpC no deterg, Sm TGR block, AmpC inh detg, HCMV inh, AMA1 RON2 block, LmPK inh
[1] COc1ccc(NC(=O)/C(=C/c2ccc3c(c2)OCO3)NC(C)=O)cc1
 : 1%, -11%, 23%, 4%, 58, 1%, 1%
[2] CCOC(=O)c1c(/N=C/C2C(=O)CCCC2=O)sc(C)c1C
 : 3%, 24%, 3%, ?, -11, 7%, 4%

Results (from the top)
Every second line gives: Tb PYK inh, AmpC no deterg, Sm TGR block, AmpC inh detg, HCMV inh, AMA1 RON2 block, LmPK inh
[1] COc1ccc(NC(=O)/C(=C/c2ccc3c(c2)OCO3)NC(C)=O)cc1
 : 1%, -11%, 23%, 4%, 58, 1%, 1%
[2] CCOC(=O)c1c(/N=C/C2C(=O)CCCC2=O)sc(C)c1C
 : 3%, 24%, 3%, ?, -11, 7%, 4%
[3] Fc1ccc(-c2cnc3n2CCCCC3)cc1
 : 1%, -3%, -2%, -17%, -21, 0%, 4%
[4] C[C@@H]1CN([C@@H](C)CO)C(=O)c2cccc(NC(=O)c3ccncc3)c2O[C@@H]1CN(C)Cc1ccc(-c2ccccc2)cc1
 : 6%, 295%[activator], ·, ·, -14, 0%, ·
[5] O=C(Nc1ccc2c(c1)OCO2)NC1(C(F)(F)F)Oc2ccccc2O1
 : ·, -35%, 35µM*, ?, 18, -15%, 0%
[6] COc1cc(C2SCC(=O)N2Cc2ccccc2)cc(OC)c1OC (stereo not given)
 : -3%, 0%, 6%, 0%, 49, 0%, 1%
[7] C[C@H]1CN([C@@H](C)CO)C(=O)c2cc(NC(=O)C3CCCCC3)ccc2O[C@H]1CN(C)S(=O)(=O)c1ccccc1
 : -1%, 200%[activator], ·, ·, 19, -10%, ·
[8] Cc1ccc(-c2nc3ncccn3c2NC2CCCC2)o1
 : -8%, -6%, -33%, -13%, -10, 5%, -2%
[9] Cc1c(C(=O)NCc2ccccc2Cl)sc2nc3n(c(=O)c12)CCCC3
 : 0%, ·, 6%, 16%, ?, ·, ·
[10] Cc1nn(Cc2ccc(Cl)cc2)c2sc(C(=O)OCC(N)=O)cc12
 : -7%, 14%, 4%, -1%, 14, -8%, 1%
[11] CCCCn1nnnc1C1(C)CCC(=O)N1CCCN1CCOCC1 (stereo not given)
 : -6%, ·, ·, ·, 0, 0%, ·
[12] Cc1ccc(S(=O)(=O)N(Cc2ccccc2F)C(=O)N2CCN(C)CC2)cc1
 : 4%, -20%, 2%, ?, -12, 9%, ·
[13] O=C1/C(=C/c2cccnc2)N2CCC1CC2
 : -8%, -9%, -14%, ?, -35, 6%, 1%
[14] CC(C)Oc1ccc(NC(=O)C2CCCNC2=O)cc1 (stereo not given)
 : -19%, -9%, -2%[11.4 µM], -10%, -15, 15%, 8%
[15] CCN(CC)CCNC(=O)CNC(=S)N(CCCN1CCOCC1)Cc1cccs1
 : -16%, 2%, 10%, 2%, -35, 2%, 3%
[16] CCCC(NC(=O)COc1cc2c(c3oc(=O)c(C)c(C)c13)CCC(C)(C)O2)C(=O)O (stereo not given)
 : -1%, -15%, -16%, -9%, 9, 0%, 1%
[17] CCN(CC(=O)Nc1c(F)cccc1F)C(=O)CCCc1nc2ccccc2c(=O)[nH]1
 : -2%, -8%, 3%, 0%, -23, -1%, ·
[18] CCc1ccc2[nH]c(=O)c(CN(Cc3ccc(OC)cc3)Cc3nnnn3CCOC)cc2c1
 : 5%, -13%, -32%, 2%, -12, 4%, 4%
[19] Cc1c(C(=O)N(C)Cc2ccccc2)oc2c(Cl)cccc12
 : 3%, 5%, -5%, -17%, 32, 9%, -1%
[20] CCCOC(=O)C1=C(C)NC2=C(C(=O)C(C(=O)OC)C(C)C2)C1c1ccc(N(C)C)cc1 (stereo not given)
 : -6%, 150%[activator], -6%, -4%, 18, -4%, -3%
[21] COc1cc(C2c3c(-c4c(C)cc(C)cc4O)n[nH]c3C(=O)N2CCO)cc(OC)c1OC (stereo not given)
 : 3%, ·, 3%, ?, 16, ·, ·
[22] CCCc1nc2ccccc2c(=O)n1-c1ccc(OC)cc1
 : 0%, -21%, -23%, -1%, -21, -5%, -2%
[23] CCCCN1C(=N)N([C@@H](CCC)CN2CCC[C@H]2CN2C(N)=NC[C@H]2CC(C)C)C[C@H]1Cc1ccccc1
 : -4%, 18%, ·, ·, -33, -1%, ·
[24] Cc1cccc(C(=O)N2CCc3c([nH]c4ccccc34)C2CC(C)C)n1 (stereo not given)
 : -10%, 40%, -12%, 5%, 53, -1%, 5%
[25] CCCCn1c(-c2ccsc2)nc2c1c(=O)[nH]c(=O)n2CCC
 : 1%, -28%, 28%, 9%, 84, 8%, 3%
[26] O=C(NCCCN1CCCC1)c1cc(Sc2ccc(F)cc2)nc2ccccc12
 : 2%, 2%, -12%, 2%, -39, -3%, -2%
[27] COc1cccc(C2C(C#N)=C(N)Oc3cc(N)ccc32)c1OC (stereo not given)
 : 3%, -28%, -9%, ?, -5, 11%[11.6 µM], 2%
[28] CCCCn1c(N)c(N(CCC(C)C)C(=O)Cc2ccc(S(=O)(=O)N3CCOCC3)s2)c(=O)[nH]c1=O
 : -14%, 74%[activator], -6%, -9%, -19, 4%, ·
[29] COc1ccc(Nc2ncnc3sccc23)cc1
 : -5%, -23%, -16%, -3%, -35, -14%, 2%
[30] O=S1(=O)[C@H]2C[C@@H]3C=C[C@]2(CN1Cc1ccc(C(F)(F)F)cc1)O3
 : -4%, -5%, -9%, 4%, 9, -3%, 6%
[31] CCCCNC(=O)CSC1=Nc2ccccc2C2=NC(CCC(=O)NCc3ccccc3OC)C(=O)N12 (stereo not given)
 : 7%, ·, 10%, 5%, -3, ·, ·
[32] CCc1nnc(-n2nc(C)cc2-c2ccccc2)n1N
 : 0%, -10%, -2%, ?, 7, 0%, -1%
[33] CC(C)(C)n1nnnc1C(c1cccs1)N1CCCC2(CCCCC2)C1 (stereo not given)
 : 1%, -25%, -7%, ?, -13, ?, 0%
[34] CS(=O)(=O)N(CC(=O)Nc1ccc(Br)cc1F)C1CCCCC1
 : -3%, 14%, -21%, -4%, -22, -2%, -6%
[35] COc1nnc(-c2ccc(N3CCCCC3)c(N)c2)c2ccccc12
 : 0%, ·, ·, ·, 6, -3%, ·
[36] Fc1ccccc1CSc1nnc2ccc(-c3ccncc3)nn12
 : -3%, -1%, -2%, 0%, -11, 2%, 9%[11.5 µM]
[37] Cc1ccc(NC(=O)CN(C)CC(=O)Nc2ccccc2C#N)cc1
 : -4%, -7%, 1%, 4%, -17, 39%[activator], -1%
[38] COc1cccc(-c2nc3n(n2)C(c2ccccc2Cl)C(C(N)=O)=C(C)N3)c1 (stereo not given)
 : -5%, -57%, 0%, -6%, 59, 13%, 0%
[39] CCc1nn(CC(=O)NCCCN2CCN(C)CC2)c(=O)c2cc3occc3n12
 : -3%&-3%, -2%, -15%&3%, 2%&7%, 0&10, 7%, 0%
[40] COc1cc(C)ccc1OCCOc1c(C)cc(Cl)cc1Cl
 : -5%, -11%, 3%, 0%, ?, 84%[activator], -4%
[41] O=c1c2ccccc2ncn1-c1cccc(Br)c1
 : 4%, -9%, 13%, ?, 1, -2%, -1%
[42] COCCNC(=O)[C@@H]1CSC2c3ccc(OC)c(OC)c3C(=O)N21 (stereo not given in full)
 : 7%, -8%, 27%, 6%, 22, 4%, 5%
[43] O=C(Nc1nnc([C@H]2C[C@H](O)[C@@H](CO)O2)s1)c1cccc(OC(F)(F)F)c1
 : 3%, ·, ·, ·, 1, 7%, ·
[44] CC1Cc2ccccc2N1C(=O)CSC1=NCCS1 (stereo not given)
 : 1%, -13%, -23%, -14%, ?, 19%, 3%
[45] O=C(N/C(=C/c1ccc(Br)cc1)C(=O)N1CCCC1)c1cccs1
 : 1%, -25%, 4%, -14%, -34, 1%, 6%
[46] COc1ccc(-c2ccc(NS(=O)(=O)c3ccccc3Cl)cc2)nn1
 : -4%, ·, 3%, 17%, -26, ·, ·
[47] CC(C)C[C@H]1CN(CCCC[C@H]2CNC(=O)C(=O)N2CC2CCCCC2)C(=O)C(=O)N1CC1CCCCC1
 : -9%, ·, ·, ·, 1, 40%[activator], ·
[48] O=C(NC1CCCCC1)c1cc(-c2cccs2)on1
 : -4%, -19%, -5%, ?, 0, 2%, -4%
[49] Cc1ccc2sc(N(CCCN(C)C)C(=O)c3ccc(S(=O)(=O)N4CCOCC4)cc3)nc2c1C
 : -10%, 157%[activator], 4%, -19%, -35, -3%, ·
[50] Cc1cc([N+](=O)[O-])nn1CC(=O)N1CCc2ccccc2C1
 : 1%, -1%, 3%, -4%, 38, -3%, 2%
[51] O=C(CSc1cn(Cc2ccccc2)c2ccccc12)NCc1ccc(F)cc1
 : -5%, -4%, 11%, 4%, 16, -3%, 0%
[52] Cc1cc(C)c(NC(=O)Cn2nnc3sc4c(c3c2=O)CCC(C(C)(C)C)C4)c(C)c1 (stereo not given)
 : 2%, ·, -3%, -6%, -7, ·, ·
[53] O=C(C(=Cc1ccccc1)c1ccccc1)c1ccccc1
 : 3%, ·, ·, ·, -35, 46%[activator], ·
[54] C[n+]1cccc(C(=O)NNC(=O)C23CC4CC(CC(C4)C2)C3)c1
 : -3%, -11%, 4%, 2%, ?, -13%, -1%
[55] COc1ccc(-c2csc(NC(=O)c3ccccc3F)n2)cc1
 : 5%, -36%, 15%, ?, -38, 1%, 1%
[56] Cc1cccc(Nc2nnc(SCC(=O)c3c(N)n(C4CC4)c(=O)[nH]c3=O)s2)c1C
 : -1%, -4%, 1%, 3%, 0, -11%, ·
[57] CC1CCCN(C(=O)C2CCN(CC3CC=CCC3)CC2)C1 (stereo not given)
 : 4%, -10%, 0%, ?, -21, -4%, 7%
[58] CC(=O)Nc1ccc(NC(=O)c2cc3sccc3n2Cc2ccc(F)cc2)cc1
 : 4%, ·, -15%, 3%, -10, ·, ·
[59] COc1ccc(NC(=O)CSc2nnc3scc(-c4ccc(Cl)cc4)n23)cc1
 : -2%, ·, 5%, 3%, -20, ·, ·
[60] CCOc1cc(C2NC(=O)NC(c3ccccc3)=C2C(=O)c2ccccc2)c(Br)cc1OCC(=O)O (stereo not given)
 : 0%, -14%, -2%, ?, ?, 1%, 4%
[61] COc1cccc(NC(=O)c2c([N+](=O)[O-])cnn2C)c1
 : -9%, -19%, -6%, -3%, -18, 0%, -3%
[62] CCOC(=O)N1CCN(C(=O)C2CCCCC2)CC1
 : -1%, -7%, -4%, 1%, -1, -4%, -2%
